# Assay outcomes (PubChem BioAssay)
# FLuc counter: counter-screen for miR-21 project: firefly luciferase inhibitors or activators; Potency, µM (titrated, usually from 57.5 µM), for the others: at the highest dose activity change, negative = inhibition, hits mostly inhibitors; actives 6.9% (n = 360,000); AID 588342; purified FLuc, Km substrates, luminescence inhibition; P08659; active means well fitted inhibition curve with a large enough effect; inconclusive means small, poorly fitted or top-dose-only effect;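 further: plate controls were vehicle for no effect and reference inhibitor for full effect; nearly all actives have a fitted effect of over 55% in size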
# Target sequence (P08659 whole entry, looked up): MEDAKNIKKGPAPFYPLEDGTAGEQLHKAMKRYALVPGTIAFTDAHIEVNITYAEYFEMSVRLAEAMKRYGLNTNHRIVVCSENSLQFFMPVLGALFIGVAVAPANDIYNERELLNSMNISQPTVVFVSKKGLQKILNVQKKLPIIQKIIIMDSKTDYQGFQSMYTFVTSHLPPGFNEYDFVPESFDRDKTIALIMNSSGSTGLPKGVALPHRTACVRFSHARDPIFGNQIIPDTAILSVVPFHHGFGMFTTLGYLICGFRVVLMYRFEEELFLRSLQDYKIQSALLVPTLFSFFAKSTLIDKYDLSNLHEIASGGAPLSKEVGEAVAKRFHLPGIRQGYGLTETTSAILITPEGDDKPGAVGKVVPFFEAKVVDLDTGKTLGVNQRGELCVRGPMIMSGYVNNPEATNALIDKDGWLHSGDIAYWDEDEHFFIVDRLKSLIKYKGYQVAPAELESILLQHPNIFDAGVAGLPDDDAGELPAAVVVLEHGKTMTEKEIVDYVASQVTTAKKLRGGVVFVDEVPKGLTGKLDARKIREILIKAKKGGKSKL
#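 Purified P. pyralis luciferase, 10 nM final, with Km-level 10 uM D-luciferin and 10 uM ATP in 50 mM Tris acetate pH 7.5, 10 mM Mg acetate, 0.01% Tween-20, 0.05% BSA; 6-point qHTS titration about 60 µM downward; luminescence read.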
# Active calls of the source: *; ? = inconclusive. Potency means the concentration at half of the fitted maximal effect. An excerpt. The share of hits here may be higher or lower than overall.
no.	Compound	FLuc counter
1	CCN(CC)S(=O)(=O)c1ccc2nc(NC(=O)c3ccc(Br)o3)sc2c1	?
2	CCOc1ccc(NC(=O)c2c(NCc3sccc3C)sc3c2CCCCC3)cc1	?
3	CCOc1cccc2sc(N(Cc3cccnc3)C(=O)c3ccc(C#N)cc3)nc12	-6.3%
4	Cc1nn(CCCC(=O)NCc2cccc(F)c2)c(=O)c2nn(-c3ccccc3)c(C)c12	-11.0%
5	CCOC(=O)c1c(C)oc2nc(C)nc(NCCCN3CCN(c4ccccc4OC)CC3)c12	-7.7%
6	Cc1ccccc1Nc1c(-c2ccc(N3CCOCC3)cc2)nc2cccc(C)n12	1.35µM*
7	Cc1ccc(CCNC(=O)Cn2ncc3c([nH]c4ccc(C)cc43)c2=O)cc1	-5.5%
8	CCc1c(C)c2cc3c(c(C)c2oc1=O)OCN(CCc1ccc(OC)c(OC)c1)C3	0.8%
9	Cc1ccc2cccc(NC(=O)C(C)Oc3ccc(Cl)cc3Cl)c2n1 (stereo unspecified)	-1.9%
10	COc1ccc(NC(=O)Nc2nnc(N3CCCCCC3)s2)cc1	0.9%
11	Cc1ccc(Cl)cc1NC(=O)Cn1cc2c(n1)CCCCC2	-1.0%
12	CCN1CCN(C(c2ccccc2F)c2c(O)cc(C)n(CCOC)c2=O)CC1 (stereo unspecified)	-1.3%
13	Cc1cc(C)cc(OCCSc2nc(-c3ccc(C(C)(C)C)cc3)nc3cc(=O)[nH]n23)c1	?
14	CCN(C(=O)CSc1nc(-c2ccc(C(C)C)cc2)no1)c1cccc(C)c1	?
15	Cc1ccc(-n2cc(-c3ccccc3)c3c(N4CCCCC4)ncnc32)cc1	-2.0%
16	COc1cc2c(cc1NC(=O)COc1ccc(Br)cc1C)oc1ccccc12	0.8%
17	CCOC(=O)c1cc2c(=O)n3ccccc3nc2n(CC2CCCO2)c1=NC(=O)c1ccc(C)cc1 (stereo unspecified)	-4.1%
18	Cc1cc(Cl)ccc1NC(=O)CCCn1nc(C)c2c(C)n(-c3ccccc3)nc2c1=O	-7.7%
19	CCCCOc1ccc(CNC(=O)c2cnc3sc(N4CCOCC4)nn3c2=O)cc1	0.3%
20	CC(C)c1nc2ccc(C(=O)NCc3ccc(N(C)C)cc3)cc2o1	4.6%
21	Cc1oc2c(C)c3oc(=O)c(CCC(=O)N4CCCCC4)c(C)c3cc2c1C	-7.9%
22	Cc1ccc(OCC(=O)Nc2nonc2-c2ccc(C)c(C)c2)cc1C	-0.8%
23	O=C(Cn1c(SCc2cccc(F)c2)nc2cccnc21)Nc1ccc(F)c(Cl)c1	?
24	CCCN(CCC)S(=O)(=O)c1ccc(C(=O)Nc2cccc(-c3nc4ccccc4[nH]3)c2)cc1	-18.3%
25	CCOc1ccc(Nc2oc(/C=C/c3cc(OC)c(OC)c(OC)c3)nc2C#N)cc1	1.4%
26	COc1ccccc1-c1nc2n(n1)C(c1ccccc1Cl)C(C(=O)Nc1cccnc1)=C(C)N2 (stereo unspecified)	1.8%
27	COc1ccc(CNC(=O)c2cc3cc(C)ccc3n2C)cc1	-0.8%
28	CCc1nc2cccnc2n1-c1ccc(CC(=O)Nc2ccccc2Cl)cc1	-9.4%
29	Cc1c(C(=O)Nc2ccccc2)sc2nc(-c3cc4cc(Cl)ccc4oc3=O)[nH]c(=O)c12	-18.8%
30	CCN1CCN(C(=O)c2cnn(-c3ccc(F)cc3F)c2C2CCN(C(=O)OC(C)(C)C)CC2)CC1	-4.1%
31	O=C(Nc1ccc(C(=O)OCc2cc(=O)n3nc(C4CC4)sc3n2)cc1)c1cccc(Cl)c1	0.2%
32	CCc1nn(CC(=O)Nc2ccc(N(CC)CC)cc2C)c(=O)c2cc3sccc3n12	0.6%
33	Cc1ccc2nc(N(Cc3cccnc3)C(=O)C3COc4ccccc4O3)sc2c1 (stereo unspecified)	0.3%
34	CC(C)c1nn2c(=O)cc(COC(=O)c3ccccc3NC(=O)c3cccs3)nc2s1	-0.8%
35	COc1ccccc1N1CCN(C(=O)C2CCN(S(=O)(=O)c3cccc4nonc34)CC2)CC1	0.0%
36	CCc1ccccc1NC(=O)Cn1nnc2sc3c(c2c1=O)CCC(C(C)(C)C)C3 (stereo unspecified)	-5.9%
37	CC1CCC(Nc2ncnc3onc(-c4ccc(F)cc4)c23)CC1 (stereo unspecified)	-1.7%
38	Cc1ccc2c(c1)N(C(=O)C1CCN(S(=O)(=O)c3c(C)noc3/C=C/c3ccccc3F)CC1)CCO2	-4.4%
39	CC1CCCCN1c1csc2ccc(F)cc2c1=O (stereo unspecified)	7.57µM*
40	O=C(Nc1ccc(Cl)cc1)C1CCN(S(=O)(=O)c2ccc(Br)s2)CC1	-1.9%
41	CC1=C(c2ccc(F)cc2)S(=O)(=O)N=C1N1CCC(C(=O)NCCc2cccc(C)c2)CC1	0.1%
42	Cc1ccc(-c2noc(C3CC(=O)N(c4ccc5c(c4)OCCO5)C3)n2)cc1 (stereo unspecified)	1.8%
43	COc1ccc(CCN2C(=O)N(c3ccc(F)cc3)C(=O)C2CC(=O)Nc2ccc(F)c(F)c2)cc1 (stereo unspecified)	-15.0%
44	Cc1ccc(C)c(NC(=O)CN2CCN(C3CCCCC3)C(=O)C2=O)c1	-1.6%
45	CCCCN(C)c1nnc(NC(=O)Nc2cccc(C(C)=O)c2)s1	-9.4%
46	CCOC(=O)c1ccc(CN(Cc2ccc(F)cc2)S(=O)(=O)c2cc(C(=O)Nc3ccccc3CC)ccc2F)cc1	-2.9%
47	CCOc1ccc(NC(=O)Cn2cc(C(=O)c3ccc(CC)cc3)c(=O)c3ccc(C)nc32)cc1	0.3%
48	CCc1nc2nc(C)cc(Nc3cccc(C)c3C)n2n1	20.4%
49	CCn1c(SCC(=O)Nc2ccc(C)c(C)c2)nnc1-c1nonc1NC(C)=O	-2.6%
50	Cc1cccc(N2CCN(S(=O)(=O)c3nnc(NC(=O)c4ccc(Cl)cc4)s3)CC2)c1	-2.1%

# Some of the entries above, reformatted:
46. CCOC(=O)c1ccc(CN(Cc2ccc(F)cc2)S(=O)(=O)c2cc(C(=O)Nc3ccccc3CC)ccc2F)cc1
- FLuc counter: -2.9%
38. Cc1ccc2c(c1)N(C(=O)C1CCN(S(=O)(=O)c3c(C)noc3/C=C/c3ccccc3F)CC1)CCO2
- FLuc counter: -4.4%
42. Cc1ccc(-c2noc(C3CC(=O)N(c4ccc5c(c4)OCCO5)C3)n2)cc1 (stereo unspecified)
- FLuc counter: 1.8%
43. COc1ccc(CCN2C(=O)N(c3ccc(F)cc3)C(=O)C2CC(=O)Nc2ccc(F)c(F)c2)cc1 (stereo unspecified)
- FLuc counter: -15.0%

# Continuation:
no.	Compound	FLuc counter
51	O=C(NCCc1ccc(Cl)cc1)c1ccc2c(c1)N(Cc1ccc(F)cc1)C(=O)CS2	-14.2%
52	Cc1nc(N2CCOCC2)c2c(C(=O)N3CCN(c4cccc(C(F)(F)F)c4)CC3)c(C)oc2n1	-1.3%
53	COCCCn1c(=O)c2sccc2n2c(CCCC(=O)Nc3cccc(OC)c3)nnc12	-4.0%
54	CN(C)C(=O)c1ccc2c(c1)N(CC(=O)NCc1ccc(F)cc1)C(=O)C1CCCCN21 (stereo unspecified)	-0.9%
55	Cc1c(C(=O)NCc2ccccc2Cl)cccc1-n1cnc2cccnc21	5.9%
56	Cc1ccc(NC(=O)C(=O)NCC(c2cccnc2)N2CCN(Cc3ccccc3)CC2)cc1 (stereo unspecified)	5.1%
57	Cc1cc2nn(-c3ccc(Cl)cc3)nc2cc1NC(=O)C(C)C	0.379µM*
58	COc1ccc(OC)c(NC(=O)Cn2c(=O)n(Cc3nc(C)no3)c(=O)c3ccccc32)c1	-5.9%
59	COc1ccc(Cn2ccc3nc(C)c(C(=O)Nc4cccc(SC)c4)cc3c2=O)cc1	-11.2%
60	Cn1cnc(S(=O)(=O)N2CCC(C(=O)NCc3ccccc3Cl)CC2)c1	-1.2%
61	COc1cc2oc(=O)c(CC(=O)N3CCCCC3)c(C)c2cc1Cl	1.4%
62	COc1ccc(NC(=O)c2ccc(NC(=O)CCS(=O)(=O)c3cccs3)cc2)cc1Cl	4.9%
63	Cc1ccc(NC(=O)c2ccc(COc3ccccc3Cl)o2)cc1	?
64	COCCCNS(=O)(=O)c1cc(-c2onc(C)c2C)ccc1OC	-6.3%
65	CC(NC(=O)c1cc(Sc2ccc(F)cc2F)nc2ccccc12)c1ccccc1 (stereo unspecified)	4.2%
66	Cc1cc(S(=O)(=O)Nc2cc3c(cc2NCc2ccccc2)n(C)c(=O)n3C)ccc1F	23.9µM*
67	Cc1ccc2oc3c(c(=O)c2c1)C(c1ccc(O)cc1)N(Cc1ccc2c(c1)OCO2)C3=O (stereo unspecified)	0.5%
68	COc1ccccc1CNC(=O)c1cc2c(s1)-c1ccccc1OC2	?
69	CCc1ccc(NS(=O)(=O)c2ccc3[nH]cc(C(=O)NCc4ccc(C)cc4)c(=O)c3c2)cc1	?
70	Cc1cc(NC(=O)Nc2nnc(N3CCCCC3)s2)ccc1Br	2.3%
71	Nc1c(C(=O)Nc2ccccc2Cl)nnn1Cc1cccc(Cl)c1	-1.6%
72	CCCc1cc(N2CCN(c3ccccc3F)CC2)n2cnnc2n1	1.4%
73	Cc1ccc(NC(=O)c2ccc(CN3CC(=O)N4CCCCC4C3=O)cc2)c(Cl)c1 (stereo unspecified)	?
74	COC(=O)c1c(NC(=O)COc2ccccc2Cl)sc2c1CCC(C(C)(C)C)C2 (stereo unspecified)	-1.7%
75	Cc1cc(OCC(=O)Nc2cc(-c3nc4ncccc4o3)ccc2C)ccc1Cl	-14.2%
76	CCOc1cc(-c2ccc(OC(=O)c3ccccc3Cl)c(OC)c2)cc(=O)c2c(C)oc(C)c12	-9.8%
77	Cc1nc(-c2ccc(F)cc2)sc1CCNC(=O)C(=O)Nc1ccc2c(c1)OCO2	-1.3%
78	CCOc1ccc(S(=O)(=O)N2CCN(c3ccccc3)CC2)cc1C(N)=O	0.2%
79	COc1ccc(NC(=O)CSc2nc(-c3ccc(OC)c(OC)c3)[nH]c2-c2ccc(C)cc2)cc1	?
80	Cc1ccc(-c2cn(-c3ccc(Cl)cc3)c(S(=O)(=O)CC(=O)Nc3ccccc3)n2)cc1	?
81	COc1ccc(NC(=O)C(=O)NCCc2ccc(OC)c(OC)c2)c(OC)c1	-1.6%
82	CC(C)c1ccc(Cn2c(COc3ccccc3)nc3ccccc32)cc1	19µM*
83	COc1ccc2cc(-c3nc(-c4ccc(N(C)C)cc4)no3)c(=O)oc2c1	4.3%
84	Cc1cccc(NC(=O)c2ccc3nc(C(C)C)oc3c2)c1C	4.1%
85	CCOc1ccc(Nc2cc(C(=O)NCc3ccccc3Cl)c3ccccc3n2)cc1	-12.5%
86	Cc1onc(-c2c(F)cccc2Cl)c1C(=O)Nc1ccc(OC(C)C)cc1	2.3%
87	COc1ccccc1/C=C(\C#N)c1nc(-c2cc3ccccc3oc2=O)cs1	-3.5%
88	CC(C)(C)OC(=O)N1CCC(c2c(C(=O)N3CCCCC3)cnn2-c2ccc(F)cc2)CC1	-4.2%
89	COc1ccc(OC)c(NC(=O)CSC2=Nc3ccccc3C3=NC(CC(=O)NCc4ccc(F)cc4)C(=O)N23)c1 (stereo unspecified)	-11.0%
90	CCC(C)NC(=O)Cn1c(=O)n(-c2cc(OC)cc(OC)c2)c(=O)c2ccccc21 (stereo unspecified)	1.0%
91	Cc1ccccc1CNC(=O)C1CCCCN1S(=O)(=O)c1ccc(F)cc1 (stereo unspecified)	2.9%
92	COc1cccc(Cc2nc3ccccc3nc2SCC(=O)N2CCCc3ccccc32)c1	2.5%
93	CC(C)Cc1nn2c(=O)cc(COC(=O)c3ccc(NC(=O)C4CCCCC4)cc3)nc2s1	-4.1%
94	CCCSc1ncc(Cl)c(C(=O)Nc2c(C(=O)Nc3ccc(OC)cc3)oc3ccccc23)n1	2.7%
95	O=C(Nc1ccc(F)cc1F)c1ccc(-c2ccccc2)s1	-20.3%
96	O=C(CCSCc1cnn(-c2ccccc2)c1-n1cccc1)NCc1ccccc1F	0.7%
97	COC(=O)c1cc2oc(C)cc2n1Cc1cccc(Cl)c1	-0.8%
98	CCCN1CCN(c2ncc3c(n2)CCN(Cc2ccc(OC)c(OC)c2OC)C3)CC1	-1.3%
99	O=C(CSc1nc(-c2ccccc2)no1)N1CCCCC1	23.9µM*
100	COc1ccccc1-c1c(C)nn2c(N3CCN(c4ccccc4)CC3)cc(C)nc12	1.0%

# Next part:
no.	Compound	FLuc counter
101	Cc1c(CCNC(=O)c2ccco2)sc2nc(-c3ccc(F)cc3)nn12	?
102	O=C(NCC(c1ccc2c(c1)OCO2)N1CCOCC1)C(=O)Nc1ccccc1 (stereo unspecified)	-1.1%
103	COc1ccc(NC(=O)Cn2nc(C)c3c(C)n(-c4ccccc4)nc3c2=O)cc1OC	-1.8%
104	COc1ccc(-c2ccc(CNCCCSc3nnnn3C)o2)cc1Cl	-0.8%
105	COC(=O)c1ccccc1NS(=O)(=O)c1cc2c(cc1C)N(C)CCO2	-10.2%
106	CCOc1ccc(CNC(=O)c2ccc3c(c2)nc2n3CCOC2)cc1OC	-8.0%
107	COC(=O)c1ccc(NC(=O)C(C)N2Cc3ccccc3C2=O)cc1 (stereo unspecified)	-4.8%
108	COc1cccc(C(=O)Nc2ccc(NC(=O)c3ccc(C(C)(C)C)cc3)cc2)c1	1.3%
109	CCOC(=O)c1ccccc1NC(=O)CN1CCCN(Cc2cccc(Cl)c2)S1(=O)=O	0.1%
110	CCOc1cc(C(=O)Nc2ccc(-c3cn4cccnc4n3)cc2)cc(OCC)c1OCC	?
111	CCOC(=O)c1ccccc1NC(=O)CSc1nnc(CC)n2c1cc1occc12	-1.9%
112	CCOC(=O)C1CCN(C(=O)C2CCN(C3=NS(=O)(=O)C(c4ccc(C)cc4)=C3CC)CC2)CC1	0.1%
113	CC(C)Oc1ccc(CNC(=O)c2ccc3nc(C(C)C)oc3c2)cc1	3.5%
